Tb hexokinase = T. brucei hexokinase 1 inhibition | 220,000 tested, 0.11% active | recombinant TbHK1, G6PDH-coupled NADH A340 | AID 1430 | inhibition, % at 10 µM;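 active means inhibition of 50% or more in the single-dose primary screen; inactive means inhibition below 50%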
BaF3 parental = reduces parental Ba/F3 cell viability, JAK2V617F counter-screen; CellTiter-Glo ATP luminescence; inhibition, % at 5.6 µM; 220,000 tested, 1.1% active;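 active means inhibition above a per-campaign cutoff, the mean inhibition of all tested compounds plus 3 SD, cut at about 27% in these data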;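 further: 0% = DMSO wells and 100% = JAK Inhibitor I control wells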
p97 ATPase inh = human p97 ATPase inhibition; P55072; recombinant p97 ATPase, Kinase-Glo ATP luminescence, 3 h; inhibition, % at 8 µM; 220,000 tested, 0.42% active; AID 1481; in the data active means inhibition above about 15%;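 further: 0% = DMSO vehicle and 100% = wells lacking enzyme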
RBBP9 inh = inhibitors of human serine hydrolase RBBP9. O75884. recombinant RBBP9, FP-Rh probe fluorescence polarization. inhibition, % at 7.94 µM. 220,000 tested, 0.2% active. AID 1515;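 active means inhibition above the campaign mean of all tested compounds plus 3 SD, cut at about 14% in these data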;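 further: plate controls were DMSO wells with RBBP9 for no effect and wells lacking RBBP9 protein for full effect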
Target sequence (O75884 whole entry, looked up): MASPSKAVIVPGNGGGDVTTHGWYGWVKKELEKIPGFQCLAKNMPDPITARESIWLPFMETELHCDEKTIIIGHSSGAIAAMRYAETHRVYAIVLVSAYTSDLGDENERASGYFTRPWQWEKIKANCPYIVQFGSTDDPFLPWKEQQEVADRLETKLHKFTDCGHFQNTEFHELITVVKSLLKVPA
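Measured by – fluorescence polarization · Test system – RBBP9 protein · Input – 2.5 µM RBBP9 dispensing solution, before mixing · Measure – percent inhibition from mP, scaled between DMSO and no-protein wells · Benchmarks – DMSO-treated enzyme wells and wells lacking RBBP9 · Times – preincubation 30 min plus labeling 45 min at 25 °C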
PPC-1+TRAIL kill = compounds killing PPC-1 cancer cells with TRAIL present (potentiator screen, no TRAIL-free arm). PPC-1 cells + TRAIL, ATPLite viability luminescence. cell killing (% activity), % at 4 µM. 220,000 tested, 0.41% active. AID 1443;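 active means cell killing above 50% in the first pass at 4 µM, then a duplicate retest at 5 µM averaging 50% or more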;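 further: plate controls were cells with TRAIL plus DMSO for no effect and medium-only wells lacking cells for full effect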
EP2 antag = inhibitors of human EP2 prostaglandin E2 receptor | P43116 | inhibition, % at 25 µM | C6 glioma cells expressing human EP2, cAMP TR-FRET; cells stimulated with saturating PGE2 | AID 1422 | 260,000 tested, 0.52% active;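 active means percent inhibition above 40 after rounding to a whole number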;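 further: rat C6 glioma host cells with rolipram phosphodiesterase inhibitor present; the protocol text gives 20 µM as final concentration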
Furin inhibitor = blocks human furin protease activity. P09958. purified furin, fluorogenic substrate cleavage. inhibition, % at 30 µM. 220,000 tested, 0.061% active. AID 463115; in the data active means inhibition above about 25%; further: inactives centre near -15
p47phox inh = inhibitors of human p47phox binding; P14598; 220,000 tested, 0.53% active; AID 1274; p47phox/p22phox peptide binding, fluorescence polarization, 2 h; inhibition, % at 24.7 µM;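 active means inhibition above about 30%, limit read from the data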;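 further: 0% = p47phox with labelled peptide and 100% = labelled peptide alone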
Target sequence (P14598 whole entry, looked up): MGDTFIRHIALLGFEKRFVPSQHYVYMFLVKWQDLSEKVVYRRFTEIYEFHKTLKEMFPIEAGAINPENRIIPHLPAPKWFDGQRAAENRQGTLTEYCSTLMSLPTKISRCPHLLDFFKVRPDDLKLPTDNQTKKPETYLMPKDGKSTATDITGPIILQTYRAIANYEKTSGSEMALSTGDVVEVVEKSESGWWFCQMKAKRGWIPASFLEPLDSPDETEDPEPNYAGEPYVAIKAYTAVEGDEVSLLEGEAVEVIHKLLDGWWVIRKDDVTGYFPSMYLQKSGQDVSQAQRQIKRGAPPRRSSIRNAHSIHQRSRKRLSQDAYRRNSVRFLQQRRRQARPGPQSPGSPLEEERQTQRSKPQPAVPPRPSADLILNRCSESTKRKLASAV
Ba/F3 V617F tox = lowers viability of Ba/F3 cells expressing EpoR and JAK2V617F; 220,000 tested, 1.1% active; inhibition, % at 5.6 µM; ATP luminescence; AID 1446;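 active means inhibition above the campaign mean plus 3 SD over all tested compounds, cut at about 24% in these data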;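 further: cytokine-independent growth of Ba/F3 cells driven by EpoR plus mutant JAK2; 0% = DMSO-treated cells and 100% = JAK inhibitor I control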
Active calls of the source: *; [ ] = remark or other dose.

[1] Cn1/c(=N/N=C/c2ccccn2)sc2ccccc21
[2] CCCn1nc(NC(=O)CC(C)C)c2cc3ccccc3nc21
[3] C/C(=N\NC(=O)CSc1nc(C)cc(C)n1)c1ccc([N+](=O)[O-])cc1
[4] Cc1ccc(Oc2nnc(-c3ccccc3)cc2C#N)cc1
[5] Cc1ccc(/C(N)=N/OC(=O)Cc2cccs2)cc1
[6] COc1ccc(C2C3=C(CC(C)(C)CC3=O)Oc3ncn(Cc4ccco4)c(=N)c32)cc1 (stereo not given)
[7] O=C(Nc1nnc(C2CC2)s1)c1ccncc1
[8] N/C(=N\NC(=O)c1ccc(F)cc1)c1cc2ccccc2oc1=O
Assay by compound | 1 | 2 | 3 | 4 | 5 | 6 | 7 | 8
Tb hexokinase | -31 | -3 | -27 | 2 | 2 | 0 | -16 | -12
BaF3 parental | 2 | 3 | -2 | 3 | 8 | 10 | 0 | 7
p97 ATPase inh | 0 | 2 | -5 | -5 | 0 | 0 | -2 | 6
RBBP9 inh | -5 | 5 | -5 | -6 | 6 | 1 | -3 | 3
PPC-1+TRAIL kill | 22 | 7 | -1 | 6 | 16 | 8 | 25 | 24
EP2 antag | 6 | 6 | 9 | 10 | 1 | 9 | 6 | 9
Furin inhibitor | 2 | -9 | -7 | -1[20 µM] | -13 | -22 | -10[20 µM] | -21
p47phox inh | -9 | -10 | -3 | -10 | 0 | -7 | -16 | -9
Ba/F3 V617F tox | -4 | 1 | 1 | 4 | -3 | 1 | 3 | -1

[9] Cc1ccc(Oc2ncccc2/C=N/OCc2ccc(Cl)cc2Cl)cc1
[10] CC(=O)Oc1ccccc1N(C(C)=O)S(=O)(=O)c1ccc(C)cc1
[11] CN(Cc1ccccc1)C(=O)CCSc1nc(-c2ccc3c(c2)OCO3)cc(C(F)(F)F)n1
[12] COCCN=c1scc(-c2cc(OC)ccc2OC)n1/N=C/c1c[nH]c2ccccc12
[13] COc1ccc(NC(=O)c2cccs2)cc1NC(=O)c1ccco1
[14] CCn1c(CCNC(=O)c2ccc(OC)cc2)nnc1SCC(=O)Nc1ccccc1F
[15] Cc1cccc(N(C(=O)c2csnn2)C(C(=O)NC(C)(C)C)c2ccncc2)c1 (stereo not given)
[16] O=[N+]([O-])c1ccc2n[nH]nc2c1
Assay by compound | 9 | 10 | 11 | 12 | 13 | 14 | 15 | 16
Tb hexokinase | 2 | 5 | -11 | -36 | -11 | 3 | 1 | -6
BaF3 parental | 2 | 5 | 0 | -2 | 3 | 5 | 1 | 2
p97 ATPase inh | 0 | -5 | 3 | -12 | 4 | 0 | 2 | 1
RBBP9 inh | -4 | -3 | 3 | 8 | 4 | -8 | 6 | -7
PPC-1+TRAIL kill | -7 | -6 | 8 | 29 | -4 | 9 | 15 | 0
EP2 antag | 7 | 3 | 22 | 6 | 9 | 4 | 2 | 12
Furin inhibitor | -11 | -3 | -4[20 µM] | 13 | -13[20 µM] | -6 | -25[20 µM] | -7[20 µM]
p47phox inh | -9 | -11 | -11 | -4 | -10 | 7 | 7 | 0
Ba/F3 V617F tox | -3 | 1 | -5 | -1 | 0 | 1 | -4 | 0

[17] C=CCC1C=CCC(CC=C)N1C(=O)c1ccccc1[N+](=O)[O-] (stereo not given)
[18] CCCc1nc(Nc2nc3ccccc3o2)nc(C)c1C(=O)OCC
[19] CC(NC(=O)Nc1ccc(F)cc1F)c1ccncc1 (stereo not given)
[20] O=c1[nH][nH]cc1C=Nc1ccc(Cl)cc1Cl
[21] CC(C)=NOc1nc(N(C)C)nc(N(C)C)n1
[22] Cc1cccc(OP(=O)(Nc2c(C)n(C)n(-c3ccccc3)c2=O)Oc2cccc(C)c2)c1
[23] CC(=O)c1cnc2ncnn2c1C
[24] CCOC(=O)c1ccc(NC(=S)N2CCN(S(C)(=O)=O)CC2)cc1
Assay by compound | 17 | 18 | 19 | 20 | 21 | 22 | 23 | 24
Tb hexokinase | 25 | 5 | 1 | 5 | 2 | 8 | 1 | -4
BaF3 parental | 11 | 6 | 7 | 5 | 2 | 3 | 2 | 7
p97 ATPase inh | -1 | -3 | -5 | -2 | 5 | -4 | -2 | -4
RBBP9 inh | 8 | -1 | -6 | -7 | -2 | -5 | -5 | 5
PPC-1+TRAIL kill | 9 | 14 | -4 | -4 | 6 | 0 | 13 | -7
EP2 antag | 4 | 5 | 6 | 0 | 11 | 4 | 5 | 9
Furin inhibitor | -1 | -6[20 µM] | -17[20 µM] | -14 | -4 | -3 | -21 | -3[20 µM]
p47phox inh | -9 | -17 | 4 | -1 | 1 | -45 | -2 | -4
Ba/F3 V617F tox | 1 | 3 | 6 | 4 | -4 | 4 | -1 | 3

2 entries from above, with values under each structure:
Every second line gives: Tb hexokinase, BaF3 parental, p97 ATPase inh, RBBP9 inh, PPC-1+TRAIL kill, EP2 antag, Furin inhibitor, p47phox inh, Ba/F3 V617F tox
17	C=CCC1C=CCC(CC=C)N1C(=O)c1ccccc1[N+](=O)[O-] (stereo not given)
→ 25, 11, -1, 8, 9, 4, -1, -9, 1
24	CCOC(=O)c1ccc(NC(=S)N2CCN(S(C)(=O)=O)CC2)cc1
→ -4, 7, -4, 5, -7, 9, -3[20 µM], -4, 3

Going on with the list:
[25] Cc1ccc(CCNC(=O)c2ccc(CS(=O)(=O)Cc3ccccc3F)o2)cc1
[26] O=C(CCN1CCN(S(=O)(=O)c2ccc(Br)cc2)CC1)Nc1ccccc1F
[27] Cc1ccccc1CN1C(=O)Nc2ccccc2C(=O)N1C(C)(C)C
[28] COC(=O)c1ccc(N=NNc2cccc(Br)c2)cc1
[29] Cc1[nH]n(-c2ccccc2)c(=O)c1N=Nc1ccccc1C(=O)N1CCOCC1
Assay by compound | 25 | 26 | 27 | 28 | 29
Tb hexokinase | -3 | -3 | -2 | -9 | -17
BaF3 parental | 3 | 10 | 5 | 5 | 6
p97 ATPase inh | 2 | 0 | 2 | 0 | 5
RBBP9 inh | 3 | 4 | -6 | -5 | -6
PPC-1+TRAIL kill | 9 | -6 | 4 | 4 | -5
EP2 antag | 5 | 3 | 8 | 3 | 11
Furin inhibitor | -22[20 µM] | -18 | -18[20 µM] | -10 | 4
p47phox inh | -9 | 9 | -4 | -12 | -5
Ba/F3 V617F tox | -2 | 5 | 2 | 1 | 0

Twelve structures already listed, sorted by molar mass, highest first:
[26] O=C(CCN1CCN(S(=O)(=O)c2ccc(Br)cc2)CC1)Nc1ccccc1F
[22] Cc1cccc(OP(=O)(Nc2c(C)n(C)n(-c3ccccc3)c2=O)Oc2cccc(C)c2)c1
[25] Cc1ccc(CCNC(=O)c2ccc(CS(=O)(=O)Cc3ccccc3F)o2)cc1
[29] Cc1[nH]n(-c2ccccc2)c(=O)c1N=Nc1ccccc1C(=O)N1CCOCC1
[24] CCOC(=O)c1ccc(NC(=S)N2CCN(S(C)(=O)=O)CC2)cc1
[18] CCCc1nc(Nc2nc3ccccc3o2)nc(C)c1C(=O)OCC
[27] Cc1ccccc1CN1C(=O)Nc2ccccc2C(=O)N1C(C)(C)C
[28] COC(=O)c1ccc(N=NNc2cccc(Br)c2)cc1
[17] C=CCC1C=CCC(CC=C)N1C(=O)c1ccccc1[N+](=O)[O-] (stereo not given)
[20] O=c1[nH][nH]cc1C=Nc1ccc(Cl)cc1Cl
Assay by compound | 26 | 22 | 25 | 29 | 24 | 18 | 27 | 28 | 17 | 20
Tb hexokinase | -3 | 8 | -3 | -17 | -4 | 5 | -2 | -9 | 25 | 5
BaF3 parental | 10 | 3 | 3 | 6 | 7 | 6 | 5 | 5 | 11 | 5
p97 ATPase inh | 0 | -4 | 2 | 5 | -4 | -3 | 2 | 0 | -1 | -2
RBBP9 inh | 4 | -5 | 3 | -6 | 5 | -1 | -6 | -5 | 8 | -7
PPC-1+TRAIL kill | -6 | 0 | 9 | -5 | -7 | 14 | 4 | 4 | 9 | -4
EP2 antag | 3 | 4 | 5 | 11 | 9 | 5 | 8 | 3 | 4 | 0
Furin inhibitor | -18 | -3 | -22[20 µM] | 4 | -3[20 µM] | -6[20 µM] | -18[20 µM] | -10 | -1 | -14
p47phox inh | 9 | -45 | -9 | -5 | -4 | -17 | -4 | -12 | -9 | -1
Ba/F3 V617F tox | 5 | 4 | -2 | 0 | 3 | 3 | 2 | 1 | 1 | 4

[21] CC(C)=NOc1nc(N(C)C)nc(N(C)C)n1
[16] O=[N+]([O-])c1ccc2n[nH]nc2c1
Assay by compound | 21 | 16
Tb hexokinase | 2 | -6
BaF3 parental | 2 | 2
p97 ATPase inh | 5 | 1
RBBP9 inh | -2 | -7
PPC-1+TRAIL kill | 6 | 0
EP2 antag | 11 | 12
Furin inhibitor | -4 | -7[20 µM]
p47phox inh | 1 | 0
Ba/F3 V617F tox | -4 | 0

Source: PubChem (several laboratories)

A portion of the library (hit frequency here may not be typical).
